CASP6 VEID inh – human caspase-6 inhibitors, primary screen, biochemical, VEID-R110 fluorescence, single point, set 2 | P55212 | purified caspase-6, Z-VEID-R110 cleavage fluorescence | inhibition, % at 12.5 µM | 350,000 compounds, 0.53% hits | AID 686996, 2013;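 active = mean inhibition across replicates at least about 35%, with every replicate also reaching that limit, limit read from the data; inconclusive = only one of the two criteria met; inactive = neither criterion met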;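 note: 0% = median of neutral control wells and 100% = no fluorescence left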
ERp5 inh – inhibitors of ERp5-driven insulin aggregation, primary screen, biochemical, turbidity, absorbance 650 nm, single point. Protein disulfide-isomerase A6 (Homo sapiens), Q15084. 90 min. inhibition, % at 9.99 µM. 350,000 compounds, 0.05% hits. AID 651711, 2012;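 active = mean replicate inhibition above about 25%, with every replicate also reaching it, limit read from the data, passing the limit was not always enough; inconclusive = only one of those two criteria met; inactive = neither criterion met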
Target sequence (Q15084 whole entry, looked up): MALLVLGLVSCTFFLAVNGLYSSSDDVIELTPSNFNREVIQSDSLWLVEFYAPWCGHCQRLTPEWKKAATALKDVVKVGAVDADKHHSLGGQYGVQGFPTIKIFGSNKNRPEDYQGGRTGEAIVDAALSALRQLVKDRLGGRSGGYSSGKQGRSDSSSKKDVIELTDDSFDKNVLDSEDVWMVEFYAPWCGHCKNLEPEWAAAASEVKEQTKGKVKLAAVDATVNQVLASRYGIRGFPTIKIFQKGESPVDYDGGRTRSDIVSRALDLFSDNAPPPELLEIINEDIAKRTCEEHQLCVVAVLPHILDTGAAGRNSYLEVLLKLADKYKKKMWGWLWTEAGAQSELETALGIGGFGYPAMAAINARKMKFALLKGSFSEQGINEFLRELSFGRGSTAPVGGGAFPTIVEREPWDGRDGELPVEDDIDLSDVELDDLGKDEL
PglD DTNB – C. jejuni PglD acetyltransferase inhibitors, primary screen, biochemical, DTNB colorimetric, single point; UDP-N-acetylbacillosamine N-acetyltransferase PglD (Campylobacter jejuni); purified PglD enzyme, DTNB colorimetric CoA detection; inhibition, % at 12.5 µM; 360,000 compounds, 0.098% hits; AID 602405, 2012; in the data active = inhibition above about 16%, passing the limit was not always enough; inconclusive = no clear call, values can overlap the other calls; note: strong numbers were not always called active
ARNT TACC3 PPI – disruptors of ARNT/TACC3 protein interaction, primary screen, biochemical, AlphaScreen, single concentration; Transforming acidic coiled-coil-containing protein 3 (Homo sapiens), Q9Y6A5; AlphaScreen His-ARNT PAS-B/GST-TACC3 binding, luminescence; TACC3 fragment carries E629A point mutation; inhibition, % at 9.99 µM; 390,000 compounds, 0.66% hits; AID 623870, 2012;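 active = mean inhibition of replicates at least 50% and at least half of replicates each reaching 50%; inconclusive = half or more replicates reach 50% but mean below 50%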;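 note: 0% = complete ARNT plus TACC3 wells and 100% = ARNT alone without TACC3; many hits fall short of the cut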
E-selectin induc – E-selectin induction in HUVECs, primary screen, imaging, HUVEC, immunofluorescence imaging, single point | P16581 | activation, % at 7.58 µM | normalized: neutral wells 0, TNF-alpha wells 100 | 260,000 compounds, 0.37% hits | AID 686992, 2013;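 active = mean E-selectin-positive cell signal at least 10% of the positive control, reached in at least 60% of replicates, without over 20% cell loss; inconclusive = no rule given, readout overlaps actives, possibly toxicity-flagged; inactive = the rest, including those meeting only one limit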;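 note: in these data hits start at about 27%; measured in HUVEC primary endothelial cells; signal is the percent of cells scored E-selectin positive by PE staining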
Target sequence (P16581 whole entry, looked up): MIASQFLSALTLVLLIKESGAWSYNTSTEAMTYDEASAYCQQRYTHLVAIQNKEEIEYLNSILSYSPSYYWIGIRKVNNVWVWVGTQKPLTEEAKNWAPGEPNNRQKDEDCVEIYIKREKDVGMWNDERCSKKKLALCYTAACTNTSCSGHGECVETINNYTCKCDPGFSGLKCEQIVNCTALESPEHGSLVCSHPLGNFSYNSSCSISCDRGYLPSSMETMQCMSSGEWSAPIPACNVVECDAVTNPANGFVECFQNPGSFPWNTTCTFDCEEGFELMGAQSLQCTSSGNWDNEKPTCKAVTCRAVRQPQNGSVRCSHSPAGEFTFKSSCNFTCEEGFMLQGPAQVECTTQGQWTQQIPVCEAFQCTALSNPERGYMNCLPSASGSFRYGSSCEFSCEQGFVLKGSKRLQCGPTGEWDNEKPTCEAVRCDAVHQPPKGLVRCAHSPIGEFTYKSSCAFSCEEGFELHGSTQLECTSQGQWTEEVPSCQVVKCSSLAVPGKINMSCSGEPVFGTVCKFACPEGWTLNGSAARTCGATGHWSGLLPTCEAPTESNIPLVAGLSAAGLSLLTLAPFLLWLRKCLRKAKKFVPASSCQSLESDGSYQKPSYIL
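Assay system: HUVEC, human umbilical vein endothelial cells / Amount: 3,000 HUVEC/well / Controls: TNF-alpha positive control, DMSO neutral control / Compound dosing: single concentration / Medium: EGM-2 over gelatin coat / Evaluation: percent E-selectin-positive cells / Signal: immunofluorescence imaging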
RAD54 branch – inhibitors of human RAD54 branch migration, primary screen, biochemical, fluorescence, single point | RAD54 Holliday junction branch migration, FAM/BHQ fluorescence | inhibition, % at 10.4 µM | 360,000 compounds, 0.14% hits;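 active = mean normalized replicate activity at least 40 and at least half of replicates scoring 40 or more; inconclusive = only one of the two criteria met; inactive = mean below 40 and under half of replicates reaching 40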;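 note: 0% = median of neutral control wells and 100% = median of positive control wells; inhibitors cause a drop in the FAM fluorescence signal; in these data hits start at about 50%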
esBAF inh – Bmi1 luciferase reporter increase in mESCs, primary screen, esBAF inhibitor project, mouse ES cells, Bmi1 luciferase knock-in, single point. 350,000 compounds, 2% hits. 24 h; 100% = twice the neutral-well signal. reporter increase, % at 12.5 µM; in the data active = activation above about 40%; inconclusive = no clear call, values can overlap the other calls;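 note: 0% = median of the plate's neutral control wells and 100% = double that signal; a rise in the Bmi1 reporter signal indicates esBAF inhibition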
RAD52 inh – RAD52 DNA annealing inhibitors, primary screen, biochemical, FRET, single point, set 2 | DNA repair protein RAD52 homolog (Homo sapiens), P43351 | recombinant RAD52 DNA annealing, FRET fluorescence | inhibition, % at 18.7 µM | 360,000 compounds, 0.46% hits | AID 651710, 2012;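 active = every replicate showing at least 50% inhibition; inconclusive = mean inhibition at least 50% but not in every replicate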
Starred values were filed as active, the others as inactive; ? = inconclusive; · = not tested or not shown.

Start of the data: the first six records, ahead of the listing:
Structure	CASP6 VEID inh	ERp5 inh	PglD DTNB	ARNT TACC3 PPI	E-selectin induc	RAD54 branch	esBAF inh	RAD52 inh
O=C(COC(=O)c1cn(-c2ccccc2)nc1-c1ccc(F)cc1)Nc1ncc(Cl)cc1Cl	4	-3	·	-4	·	·	·	-90
C[C@@H]1CCCCO[C@@H](CN(C)C(=O)Cc2ccccc2)[C@H](C)CN([C@H](C)CO)C(=O)c2cc(NC(=O)c3ccccc3)ccc2O1	-14	5	-1	-5	·	10	12	-7
C[C@@H]1CN([C@H](C)CO)C(=O)Cc2cc(NC(=O)Nc3ccc(F)cc3)ccc2O[C@@H]1CN(C)C	0	-2	0	-4	·	17	4	-4
C[C@H](CO)N1C[C@H](C)[C@@H](CN(C)C(=O)CN(C)C)Oc2ncc(-c3ccc(F)cc3)cc2C1=O	-2	2	0	1	-0.6	8	2	9
CO[C@@H]1CN(C)C(=O)c2cc(NC(=O)c3ccno3)ccc2OC[C@H](C)N(S(C)(=O)=O)C[C@@H]1C	0	5	·	·	0.0	·	·	-215
CS(=O)(=O)N1[C@H](C#N)[C@@H](c2ccc(C#Cc3cccc(F)c3)cc2)[C@H]1CO	1	-1	2	-13	0.4	-4	4	-7

This part in full, from the first entry:
Structure	CASP6 VEID inh	ERp5 inh	PglD DTNB	ARNT TACC3 PPI	E-selectin induc	RAD54 branch	esBAF inh	RAD52 inh
O=C(COC(=O)c1cn(-c2ccccc2)nc1-c1ccc(F)cc1)Nc1ncc(Cl)cc1Cl	4	-3	·	-4	·	·	·	-90
C[C@@H]1CCCCO[C@@H](CN(C)C(=O)Cc2ccccc2)[C@H](C)CN([C@H](C)CO)C(=O)c2cc(NC(=O)c3ccccc3)ccc2O1	-14	5	-1	-5	·	10	12	-7
C[C@@H]1CN([C@H](C)CO)C(=O)Cc2cc(NC(=O)Nc3ccc(F)cc3)ccc2O[C@@H]1CN(C)C	0	-2	0	-4	·	17	4	-4
C[C@H](CO)N1C[C@H](C)[C@@H](CN(C)C(=O)CN(C)C)Oc2ncc(-c3ccc(F)cc3)cc2C1=O	-2	2	0	1	-0.6	8	2	9
CO[C@@H]1CN(C)C(=O)c2cc(NC(=O)c3ccno3)ccc2OC[C@H](C)N(S(C)(=O)=O)C[C@@H]1C	0	5	·	·	0.0	·	·	-215
CS(=O)(=O)N1[C@H](C#N)[C@@H](c2ccc(C#Cc3cccc(F)c3)cc2)[C@H]1CO	1	-1	2	-13	0.4	-4	4	-7
COc1ccc(S(=O)(=O)Nc2ccc3c(c2)CC(=O)N([C@H](C)CO)C[C@@H](C)[C@H](CN(C)C(=O)Nc2cccc4ccccc24)O3)cc1	15	13	-1	-2	-12	-13	2	-4
COc1ccccc1NC(=O)N[C@H]1CC[C@@H](CC(=O)NCc2ccc(Cl)c(Cl)c2)O[C@@H]1CO	5	-2	1	1	0.0	1	0	-8
CCOC(=O)N1CCN(C(=O)CS(=O)(=O)c2cn(Cc3ccc(Cl)cc3)c3ccccc23)CC1	-1	-1	-1	-2	·	-1	10	-4
COc1cccc(CN(C)C(=O)C2CCN(S(=O)(=O)c3ccc(C)cc3)CC2)c1OC	3	1	-2	-5	-0.5	8	6	-9
CN(Cc1ccco1)C(=O)c1ccc(OC2CCN(Cc3ccccn3)CC2)cc1	-3	4	4	-13	·	11	-4	-18
COc1ccc(CCNC(=O)NS(=O)(=O)c2ccc(C)cc2)cc1OC	-1	2	-1	-7	-0.1	10	1	-10
CN(C1CCCCC1)S(=O)(=O)c1ccc(S(=O)(=O)N2CCN(C(=O)c3ccccc3F)CC2)cc1	·	·	12	-9	·	-9	-9	·
O=C(COC(=O)CN1C(=O)C2CCCCC2C1=O)Nc1cc(F)ccc1F (centres undefined)	1	0	·	-1	0.4	·	·	-1
C[C@@H]1CN([C@@H](C)CO)C(=O)c2cc(NC(=O)Nc3ccc(C(F)(F)F)cc3)ccc2O[C@@H]1CN(C)S(C)(=O)=O	6	-3	-9	1	·	6	-3	-6
CCN(CC(=O)NCc1ccncc1)S(=O)(=O)c1ccc(OC)cc1	-3	-27	-3	-7	·	0	-8	-11
O=C(O)C[C@@H]1C[C@@H]2c3cc(NC(=O)Nc4ccc(C(F)(F)F)cc4)ccc3O[C@@H]2[C@H](CO)O1	4	0	3	5	0.3	-2	-1	-2
O=C(c1cc(COc2ccc(F)cc2Cl)on1)N1CCSCC1	0	2	1	-5	·	-4	78*	-3
C[C@H](CO)N1C[C@H](C)[C@@H](CN(C)C(=O)Nc2cccc3ccccc23)Oc2ccc(NS(C)(=O)=O)cc2C1=O	-9	-4	-1	20	-2.5	4	4	-9
CC(=O)NC(CC(=O)OCC(=O)N1CCN(S(=O)(=O)c2ccc(Cl)cc2)CC1)c1ccccc1 (centres undefined)	3	3	·	-4	·	·	-2	-7
Cc1ccc2cc(CNC[C@H]3O[C@@H](n4cc(C)c(=O)[nH]c4=O)C[C@@H]3O)c(N3CCOCC3)nc2c1	0	3	-3	·	·	-2	-1	-15
O=C(c1ccco1)N1N=C(c2ccc(Cl)cc2)CC1(O)C(F)(F)F (centres undefined)	-1	-1	·	-1	·	·	-14	-19
CCOC(=O)C1CCN(C(=O)c2cccs2)CC1	0	0	·	-11	-0.8	·	·	-11
O=C(C[C@@H]1CC[C@H](NS(=O)(=O)c2ccccc2)[C@H](CO)O1)NCc1ccc(Cl)c(Cl)c1	-2	-4	2	·	-0.3	1	4	11
CC(C)C#Cc1cnc2c(c1)C(=O)N([C@H](C)CO)C[C@H](C)[C@@H](CN(C)C(=O)Nc1cccc(F)c1)O2	2	1	9	4	-0.3	0	12	17
Cc1ccc2oc(C(=O)NC3CCS(=O)(=O)C3)cc(=O)c2c1 (centres undefined)	2	0	-2	-9	·	-2	3	7
Cn1c(SCC(=O)N2CCOCC2)nc2cccnc21	·	·	2	-1	·	-5	3	·
C[C@@H]1CN([C@@H](C)CO)C(=O)c2cccc(NC(=O)c3ccc(-c4nccs4)cc3)c2O[C@@H]1CN(C)Cc1ccc(C(=O)Nc2ccccc2N)cc1	2	3	6	22	24	2	-15	22
COc1ccccc1N1CCN(C(=O)Cn2nnc(-c3cccs3)n2)CC1	·	·	10	-3	·	-6	3	·
CCCS(=O)(=O)NC(=O)C1(C)CCCN(C(=O)COCc2ccccc2)C1 (centres undefined)	1	4	0	·	0.3	1	-3	-11
Cc1c(NC(=O)CSCc2ccccc2)cccc1C(=O)O	-1	4	-5	-11	·	-5	3	1
COCCNC(=O)CSc1ccccc1C(=O)NCC1CCCCC1	2	3	·	1	-4.2	·	·	-10
CCCCCCCCCC(=O)Nn1cnc2ccccc2c1=O	0	-8	·	0	0.0	·	·	-4
Cc1cc(C)n(-c2nc3ccccc3c(=O)n2OCC(=O)Nc2c(C)cccc2C)n1	·	·	4	0	·	3	4	·
COc1ccc(C(=O)Nc2cccc(N(C)S(C)(=O)=O)c2)cc1OC	·	·	-1	-4	·	-2	?	·
COc1ccc(/C=C/c2nnc(NC(=O)C(C)C)s2)cc1	3	-3	0	-5	2.0	2	26	-21
CCOc1ccccc1CNC(=O)CCNS(=O)(=O)c1ccc2[nH]c(=O)oc2c1	0	7	-4	0	·	2	-2	-21
Cc1c(Cl)cccc1N1C(=O)CC(N(O)c2ccccc2)C1=O (centres undefined)	·	·	3	1	·	15	60*	·
C[C@H]1CN([C@@H](C)CO)C(=O)c2cc(NC(=O)CCC(F)(F)F)ccc2O[C@@H]1CN(C)CC1CCCCC1	-2	5	-3	-3	·	3	2	1
CO[C@H]1CN(C)C(=O)c2cc(NS(=O)(=O)c3ccccc3)ccc2OC[C@@H](C)N(Cc2nccs2)C[C@H]1C	1	-4	1	-3	-0.1	4	1	-8
COc1ccc(F)c(-c2nc(CN3CCN(C(=O)c4ccco4)CC3)c(C)o2)c1	1	1	-2	-3	-0.5	1	-4	-9
COc1ccc(C)cc1N(C(=O)CNC(=O)c1ccco1)C(C(=O)NCC1CCCO1)c1ccccc1 (centres undefined)	2	3	-5	-1	·	-5	-3	-11
O=C(C1CCN(S(=O)(=O)c2ccc(Br)s2)CC1)N1CCc2ccccc21	·	·	-7	-3	·	-1	3	·
CNC(=O)C[C@@H]1CC[C@@H]2[C@@H](COc3ccc(NC(=O)c4ccccc4Cl)cc3C(=O)N2C)O1	-1	2	3	10	0.0	1	3	10
CC1=C[C@H]2OC(=O)[C@@H](C)[C@H]2C[C@@H]2[C@H]1C[C@@H](O)[C@@]2(C)O	·	-2	0	2	0.1	-13	4	-2
O=C(CC12CC3CC(CC(C3)C1)C2)NC(Cc1ccccc1)C(=O)O (centres undefined)	0	4	-5	-5	·	-1	1	-1
CN(C(=O)CC1C(=O)NCCN1CC1CCCCC1)C1CCOCC1 (centres undefined)	-9	11	-6	2	·	8	-3	-14
Cc1ccc(-c2noc(CCCOc3ccc(Cl)cc3Cl)n2)cc1	·	·	7	-8	·	-3	1	·
CCCCCCn1c(N2CCC(C)CC2)nc2c1c(=O)[nH]c(=O)n2C	·	·	3	-4	·	2	-5	·
C[C@@H]1CN([C@H](C)CO)C(=O)Cc2cc(N(C)C)ccc2O[C@@H]1CN(C)Cc1ccc(Cl)c(Cl)c1	1	-2	-2	15	-0.5	3	-1	3
CCOc1ccc(CNc2ccc3c(c2)ncn3C(C)(C)C)cc1	-4	3	5	5	·	0	?	-4
O=C(c1ccc(Cl)cc1)N(c1ccccn1)C1CCCCC1	3	-7	-5	-5	2.5	-6	0	-13
COc1ccc(N2C(=O)CC(Sc3nc4ccccc4s3)C2=O)cc1OC (centres undefined)	4	2	0	-3	·	0	-5	3
COC(=O)C1=C(C)NC2=C(C(=O)CC(C)(C)C2)C1c1ccccn1 (centres undefined)	0	2	-2	7	·	-5	-6	-12
CC(C)CCc1noc(CN2CCN(CC(=O)NC(C)C)CC2)n1	1	5	-2	0	·	·	0	2
Cc1c(C(=O)N2CCN(Cc3nccn3C)CC2)oc2c(F)cccc12	-3	-3	-1	·	-0.2	4	-6	-7

Assay outcomes as filed in PubChem BioAssay.
